Assay outcomes deposited in PubChem by Fisher Drug Discovery Resource Center.
NPYLR7 agonist = mosquito NPYLR7 agonism | HEK293T NPYLR7/Galpha15, GCaMP6s calcium fluorescence | activation, % at 10 µM | 0.15% of 270,000 active; in the data active = activation above about 40%;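 note: 0% = vehicle and 100% = reference agonist at the receptor; some compounds past the cut are filed as inactive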
hcGAS lum = inhibitors of human cGAS; 0.081% of 290,000 active; Q8N884; inhibition, % at 12.5 µM; recombinant h-cGAS, ATP depletion, Kinase-Glo luminescence;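 note: 0% = vehicle reaction and 100% = reaction without DNA for no activity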
Target sequence (Q8N884 whole entry, looked up): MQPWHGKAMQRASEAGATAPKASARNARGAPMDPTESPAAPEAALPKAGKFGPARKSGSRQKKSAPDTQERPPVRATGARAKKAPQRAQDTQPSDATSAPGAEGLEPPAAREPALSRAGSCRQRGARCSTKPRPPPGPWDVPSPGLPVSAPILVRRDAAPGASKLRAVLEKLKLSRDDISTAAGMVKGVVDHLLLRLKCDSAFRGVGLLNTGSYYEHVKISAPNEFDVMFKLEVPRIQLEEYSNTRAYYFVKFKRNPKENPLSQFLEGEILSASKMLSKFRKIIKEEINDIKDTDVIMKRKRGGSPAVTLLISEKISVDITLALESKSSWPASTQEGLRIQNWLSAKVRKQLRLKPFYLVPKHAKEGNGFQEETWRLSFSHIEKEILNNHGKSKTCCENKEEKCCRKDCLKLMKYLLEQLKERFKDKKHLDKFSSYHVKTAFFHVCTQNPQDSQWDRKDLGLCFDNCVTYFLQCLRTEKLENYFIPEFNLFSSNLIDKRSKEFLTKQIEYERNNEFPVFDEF
mcGAS inh = mouse cGAS inhibition by luminescence; Q8C6L5; recombinant cGAS, Kinase-Glo ATP depletion luminescence; inhibition, % at 12.5 µM; 0.15% of 160,000 active; AID 1259399;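 note: 0% = negative control wells and 100% = reference inhibitor with no enzyme activity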
Active calls of the source: *; . = not tested or not shown; & = joins results of further samples. Cut-off read from the data, not from the text of the source, unless noted: active = inhibition above about 40%; inactive = the rest. This is a random part of the collection. Share with any hit: about 0.26%.

SMILES	NPYLR7 agonist	hcGAS lum	mcGAS inh
Cc1nnc(CN2CCCC(N3CCCC3=O)C2)s1 (stereo not given)	5.7	-6.7	-12.4
CCN(CC)C(=O)[C@@H]1C[C@H](N)CN1C(=O)c1nccn1C	28.2	-6.9	-10.8
C=CCN1C(=O)C(=Cc2ccc(OC)c(OC)c2OC)SC1=S	10.7	-11.4	.
CC(=O)Cn1cc(C#N)c(=O)c2cc(Br)ccc21	11.9	-11.6	.
CNc1cc(-c2ccc3c(c2)CCO3)ncn1	3.0	-18.6	.
CCOC(=O)[C@@H]1[C@@H](O)C(=O)N(Cc2ccccc2)C12CCN(C(=O)CCc1ccccc1)CC2	23.7	4.0	-5.4
C[C@H](Nc1nccn2ccnc12)c1ccccc1	2.9	-1.6	.
CC(NC(=O)C1CCN(CCOc2ccccc2)CC1)c1ccc(F)cc1 (stereo not given)	5.2	2.6	.
N#C/C(=C\c1ccc(-c2ccccc2Br)o1)C(=O)N1CCOCC1	-13.9	13.9	10.3
Cc1nonc1CN(C)Cc1ccccc1OCC(O)CN(C)C1CCCCC1 (stereo not given)	3.3	-5.0	.
CN1OCC(S(=O)(=O)NCCc2ccccc2)C1c1ccc(Cl)cc1 (stereo not given)	3.4	4.9	.
COc1cc2c(cc1OC)CN(S(=O)(=O)c1ccc(OC)c(N3CCN(C(=O)C(OC(C)=O)c4ccccc4)CC3)c1)CC2 (stereo not given)	24.1	-2.7	-6.7
CCOc1cc(C(=O)N2CCOC(COCc3c(Cl)cccc3Cl)C2)ccc1OC (stereo not given)	-3.3	-2.3	2.1
Cc1c(C)c2c(c(C)c1O)CC[C@@](C)(CCC[C@H](C)CCC[C@H](C)CCCC(C)C)O2	-9.5	-5.4	.
COC(=O)n1c(=S)oc2cc(Cl)ccc21	10.1	5.7	40.2*
Cc1nc2sccn2c1C(=O)N1C[C@@H]2[C@H](C1)[C@H]1CC[C@@H]2O1	0.1	-5.5	.
O=C1Oc2ccccc2C(=O)C1=CN1CCCCC1	7.3	0.4	.
COC(=O)c1ccc(Cl)c(NC(=O)c2ccccc2C)c1	-5.1	0.3	.
CCOC(=O)C1=C(C)N=c2s/c(=C\c3cc(Br)ccc3OC(C)=O)c(=O)n2C1c1cccs1 (stereo not given)	10.0	-0.7	0.9
COc1ccc2nc(N(CCCn3ccnc3)C(=O)c3cccc(OC)c3OC)sc2c1	-12.7	-5.3	-9.1
c1cc2c(cc1-c1nc3sc(-c4ccc5c(c4)OCO5)nc3s1)OCO2	13.5	-8.5	.
Cn1cc(C(CC(=O)NCCc2ccccc2)c2cccc(F)c2)c2ccccc21 (stereo not given)	.	-2.8	-3.7
COc1cccc(NC(=O)C2CC=CCC2C(=O)N2CCC(C#N)(c3ccccc3)CC2)c1 (stereo not given)	9.3	-3.9	-4.3
COc1ccc(C2=Nc3nnnn3C(c3ccc(OC)cc3)C2)cc1 (stereo not given)	2.1	-0.6	.
C=CCOCC(O)CN(CC(=O)N1CCc2sccc2C1COc1ccccc1OC)C1CC1 (stereo not given)	3.8	-0.9	-4.5
O=C1CCc2cc3c(cc21)OCO3	6.2	2.9	.
C=CCn1c(SC(C)C(=O)OCC)nnc1-c1ccc(F)cc1 (stereo not given)	.	-4.0	-4.2
Cc1nc(-c2ccc(NC(C)C(=O)Nc3ccc(F)c(F)c3)cc2)cs1 (stereo not given)	-0.3	8.4	.
Cc1ccccc1CN(CCO)Cc1ccco1	13.5	-4.9	-18.1
Cc1nc2n(CC(=O)O)c3ccccc3n2n1	11.1	-9.1	.
Cc1ccc(-c2nc(CNC(=O)[C@@H]3CCC[C@H](N)C3)[nH]c2-c2ccccn2)cc1	11.5	-9.3	.
O[C@@H]1CN(Cc2cc3n(n2)CCNC3)CC[C@H]1c1ccc2c(c1)OCO2	9.9	-5.0	.
O=C(C1CCCC1)N1CCCC(c2nc3ccccc3s2)C1 (stereo not given)	-0.6	-0.7	-3.2
O=C(CN(Cc1ccco1)C1CCS(=O)(=O)C1)Nc1cc(Cl)cc(Cl)c1 (stereo not given)	-3.4	-2.4	-8.6
CCN(CC1CCOCC1)C(=O)c1cnccc1C	-1.4	-6.1	.
Cc1cc(CN(C)CC2CCN(CCc3ccccc3F)CC2)cc(C)c1O	-1.0	4.1	-3.2
Cc1cccc(-c2ncc(CN3CCCC(CO)(Cc4cccc(Cl)c4)C3)cn2)c1 (stereo not given)	26.9	-6.3	-6.4
Cc1cc(C)c(CNCc2ccc3c(c2)CC(C)O3)c(C)c1CO (stereo not given)	-1.1	-6.9	-11.2
CCN(CC)c1ncccc1CNC(=O)C1CCc2ccccc2O1 (stereo not given)	0.0	3.7	1.1
OCCN1CCN(c2cnc(-c3cccc4ccccc34)cn2)CC1	-1.0	-7.5	.
CCOc1ccc2nc(N(CCCN(C)C)C(=O)c3ccnn3C(C)C)sc2c1	.	-6.9	-8.6
CC(C)(C)c1cc(N2CCCC2)nc(SCc2cccc(C(=O)NC3CC3)c2)n1	24.2	-5.1	-6.8
CN(C)CCN(Cc1ccc(F)c(F)c1)C(=O)NCc1ccncc1	-0.5	7.9	.
COCC1(NC2CCC3(CCNCC3)CC2)CCCC1	.	-2.5	-4.5
CCc1csc(CNC(=O)c2cnc(C(C)C)[nH]c2=O)n1	-6.5	-4.4	-8.3
CC(Oc1ccccc1F)C(=O)N1CCC(C(N)=O)CC1 (stereo not given)	1.2	-6.0	.
Cc1nc2ncc3c(=O)n(N)ccc3n2n1	0.1	-16.0	.
Cc1nnc(CN(C)C(=O)CC(c2ccccc2)c2ccc(Cl)cc2)o1 (stereo not given)	-2.4	-2.0	-4.2

Some of the entries so far, with each value named:
CCc1csc(CNC(=O)c2cnc(C(C)C)[nH]c2=O)n1
  NPYLR7 agonist: -6.5 | hcGAS lum: -4.4 | mcGAS inh: -8.3

CC(C)(C)c1cc(N2CCCC2)nc(SCc2cccc(C(=O)NC3CC3)c2)n1
  NPYLR7 agonist: 24.2 | hcGAS lum: -5.1 | mcGAS inh: -6.8

CN(C)CCN(Cc1ccc(F)c(F)c1)C(=O)NCc1ccncc1
  NPYLR7 agonist: -0.5 | hcGAS lum: 7.9 | mcGAS inh: .

Cc1nnc(CN(C)C(=O)CC(c2ccccc2)c2ccc(Cl)cc2)o1 (stereo not given)
  NPYLR7 agonist: -2.4 | hcGAS lum: -2.0 | mcGAS inh: -4.2

Among those listed so far, 3 contain two or more sulfur atoms:
SMILES	NPYLR7 agonist	hcGAS lum	mcGAS inh
C=CCN1C(=O)C(=Cc2ccc(OC)c(OC)c2OC)SC1=S	10.7	-11.4	.
CCOC(=O)C1=C(C)N=c2s/c(=C\c3cc(Br)ccc3OC(C)=O)c(=O)n2C1c1cccs1 (stereo not given)	10.0	-0.7	0.9
c1cc2c(cc1-c1nc3sc(-c4ccc5c(c4)OCO5)nc3s1)OCO2	13.5	-8.5	.

More records.
SMILES	NPYLR7 agonist	hcGAS lum	mcGAS inh
c1ccc(-n2nccc2CN2CCN(c3ncnc4ccccc34)CC2)cc1	-1.3	-6.4	.
CC(=O)NC1CCCN(c2ccc(C#N)cc2C(F)(F)F)C1 (stereo not given)	0.1	-15.2	.
CNC(=O)C(C)Sc1ccc(C)c(C)c1 (stereo not given)	9.9	-6.4	.
CCOc1ncccc1C(=O)N1CCCC2(CNC(=O)O2)C1 (stereo not given)	8.6	-4.4	.
Cc1oc(-c2ccc(OC(C)C)cc2)nc1CSc1nc(-c2ccncc2)cc(=O)[nH]1	-0.3	-4.6	-6.0
O=[N+]([O-])c1ccc(C=NNc2ncc(C(F)(F)F)cc2Cl)o1	4.4	-6.8	-5.5
CC(NC(=O)CC(N)c1ccccc1)c1ccc(Cl)s1 (stereo not given)	1.1	1.4	.
O=C(N=Nc1c(O)[nH]c2ccc(Br)cc12)c1cccnc1	-1.2	-0.6	-6.1
O=C(NC(=S)N(CCO)Cc1ccccc1)c1ccc(F)cc1Cl	0.1	-5.2	.
Fc1ccc2nc3c(nc2c1)c1ccccc1n3Cc1csc(-c2ccc(Cl)cc2)n1	-4.4	1.7	-3.1
COc1ccc(-c2nc3ccc(C)cn3c2Nc2c(C)cccc2C)cc1OC	7.0&1.0	-6.7&-3.3	-6.2&-5.2
Cc1ccccc1SCC(=O)N1CCC2(CCNCC2)CC1	7.0	-5.0	.
Oc1ccc(N=Cc2ccc[nH]2)cc1N=Cc1ccc[nH]1	11.7	-9.2	-8.0
COc1cc2c(cc1OC)CN(C(=O)C1COc3ccc(Cl)cc3C1)CC2 (stereo not given)	-1.6	-5.1	.
O=C(Cn1[nH]c(=O)ccc1=O)N1CC[C@@H](c2ccc3ccccc3c2)[C@H](O)C1	4.8	-3.4	-9.4
Cc1c(NCc2noc3c2CCCC3)cccc1C(=O)NCCO	0.7	-3.4	.
CCOC(=O)c1cc(-c2ccc(N3CCN(C(=O)c4cnn(C)c4Cl)CC3)cc2)n(-c2ccc(OC)cc2)n1	3.6	-8.2	-8.7
CCc1c(C)nc(-c2cccc(C)c2)nc1N1CCN(C(=O)c2ccccc2OC)CC1	5.0	-5.2	-5.4
CN(Cc1ncccc1C(=O)O)Cc1n[nH]c2c1CCCC2	8.4	-3.8	.
NC(N)=NC(N)=Nc1cc(Cl)cc(Cl)c1	0.4	-8.1	.
O=C(c1cn(Cc2ccccc2)cc2c(=O)n(-c3ccccc3)nc1-2)N1CCc2ccccc21	4.3	-0.3	0.2
O=C(N=C1N=C2C=CC(Cl)=CN2Cc2ccccc21)c1ccc(Br)o1	-0.2	-6.7	.
CCOC(=O)c1c[nH]c2c(Cl)cc(Cl)cc2c1=O	-1.5	4.0	.
Cc1ccc(C)c(S(=O)(=O)N2CCN(c3nn(C)c(=O)n(C)c3=O)CC2)c1	0.3	-4.5	.

Taken from above (two entries):
SMILES	NPYLR7 agonist	hcGAS lum	mcGAS inh
CCOC(=O)c1c[nH]c2c(Cl)cc(Cl)cc2c1=O	-1.5	4.0	.
Cc1ccc(C)c(S(=O)(=O)N2CCN(c3nn(C)c(=O)n(C)c3=O)CC2)c1	0.3	-4.5	.

Next section
SMILES	NPYLR7 agonist	hcGAS lum	mcGAS inh
CCOC(=O)C1=C(C)N=c2sc(=Cc3ccc(C)o3)c(=O)n2C1c1cccs1 (stereo not given)	0.4	-2.3	-4.8
Cc1ccccc1C1c2ccsc2CCN1C(C)C(=O)N1CCN(C(=O)c2cccc([N+](=O)[O-])c2)CC1 (stereo not given)	-0.4	5.3	-0.3
Cc1ccc(CNC(=O)CN2CCc3sccc3C2C)cc1 (stereo not given)	0.1	-12.3	.
COCCN1CCCC[C@]2(C[C@H](CO)[C@H](c3ccccc3)N2C(=O)NCc2ccccc2)C1=O	6.5	0.3	-4.5
Cc1c(=O)n(OCc2ccccc2F)c2ccccc2[n+]1[O-]	-3.1	-8.7	.
CCOC(=O)C1CCCN(S(=O)(=O)c2cn(C)c(=O)n(C)c2=O)C1 (stereo not given)	-0.8	-4.5	-5.5
Cc1cccc2c1NC(=O)C2CC(=O)N1C[C@H]2CC=CC[C@H]2C1 (stereo not given in full)	2.0	-5.5	-11.1
Cn1ccnc1SCC(=O)Nc1ccc(F)cc1	1.6	-1.9	-4.8
O=C(c1ccc(OCC2CCCO2)cc1)N1CCN(c2cnccn2)CC1 (stereo not given)	7.6	-4.5	.
CCCOc1cccn2c(N(C)C(=O)c3cccs3)c(CC)nc12	3.6	-6.9	-2.7
Cn1ccnc1Sc1ccc(NS(=O)(=O)c2ccc(Cl)cc2F)cc1	-0.6	-5.2	-11.1
COc1ccc2c(c1)C1(NCCS1)C(=O)N2Cc1c(F)cccc1F (stereo not given)	20.4	-5.5	.
O=S(=O)(C1CC1)N1CC[C@@H](c2ccc3c(c2)OCO3)[C@H](O)C1	2.3	-4.8	.
CCCCCCCC(=O)NC(C)c1nnc(SCc2cccc(OC)c2)n1-c1ccc([N+](=O)[O-])cc1 (stereo not given)	8.7	0.0	-2.7
CCOC(=O)C1(CC2CCCCO2)CCN(Cc2ccc3ncccc3c2)CC1 (stereo not given)	5.9&5.7	-5.9&-2.8	-5.0
CCCc1nc(CNC(=O)C2CC(C)=NO2)cs1 (stereo not given)	-0.1	-4.6	-9.5
O=C(O)CCNCc1ccc2n1CCN=C2C1CCCC1	17.7	-2.5	.
COc1cccc(-c2cnc3c(NC=O)cc(-c4ccc(OC)nc4)cn23)c1	-4.1	-5.3	-7.4
COc1ccc(C2c3cccn3-c3ccccc3N2C(=O)CN(C(=O)c2cccc(Br)c2)C2CC2)cc1 (stereo not given)	23.1	-4.7	-5.6
Nc1[nH]n(-c2ccccc2)c(=O)c1N=Nc1ccc2c(c1)OCCO2	1.6&21.6	-8.4&-5.2	-6.4&-5.9
CC(C)=CCC/C(C)=C/CNC(=O)Nc1ccc(Cl)c(C(F)(F)F)c1	-6.0	-3.9	-8.1
CC(C)Oc1ccc(CNCc2ccc(S(C)=O)cc2)cc1F (stereo not given)	2.5	5.8	.
NS(=O)(=O)c1cc(C(=O)O)c(NCc2ccco2)cc1Cl	-8.2&-5.8&-4.2	-2.6&-2.3&1.3	.
COCCN(Cc1cnn(C)c1)C(=O)c1c(F)ccc(C)c1F	1.0	4.6	.
Cc1ccc(C)c(CN(CC(=O)N2CCSC2c2ccc(F)cc2)C(C)C)c1 (stereo not given)	13.3	-3.1	-4.1
CCOc1ccc(NC(=O)CC(=O)N2CCC3(CCCN(C)C3=O)C2)cc1 (stereo not given)	0.6	-3.8	-15.8
Cc1ccccc1C1c2ccsc2CCN1C(=O)CN(C(=O)Cc1cccs1)C1CC1 (stereo not given)	0.7	-2.0	-2.7
Cc1ccsc1CN(C/C=C/c1ccco1)Cc1ccccn1	4.4	-3.4	-16.1
CCn1ncc(Cl)c1C(=O)N1CCN(C)C2(CCN(C)CC2)C1	3.7	-4.9	.
CC(NCc1cc(F)ccc1C(F)(F)F)C(=O)NC1CCCC1 (stereo not given)	-0.9	-3.7	.
Cc1ccc(Cn2c(=O)c3c(nc4n(CCN5CCOCC5)c(C)cn34)n(C)c2=O)cc1	7.8	-4.8	.
